From PubChem
mcGAS RapidFire = blocks mouse cGAS cGAMP production. Q8C6L5. recombinant mouse cGAS, cGAMP by RapidFire MS. inhibition, % at 12.5 µM. 130,000 tested, 0.18% active. AID 1259397;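 active means inhibition of cGAS enzyme activity at or above 60%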;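 further: enzyme stimulated by 45 bp dsDNA with ATP and GTP substrates; cGAMP share of summed cGAMP plus half ATP and half GTP signals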
Target sequence (Q8C6L5 whole entry, looked up): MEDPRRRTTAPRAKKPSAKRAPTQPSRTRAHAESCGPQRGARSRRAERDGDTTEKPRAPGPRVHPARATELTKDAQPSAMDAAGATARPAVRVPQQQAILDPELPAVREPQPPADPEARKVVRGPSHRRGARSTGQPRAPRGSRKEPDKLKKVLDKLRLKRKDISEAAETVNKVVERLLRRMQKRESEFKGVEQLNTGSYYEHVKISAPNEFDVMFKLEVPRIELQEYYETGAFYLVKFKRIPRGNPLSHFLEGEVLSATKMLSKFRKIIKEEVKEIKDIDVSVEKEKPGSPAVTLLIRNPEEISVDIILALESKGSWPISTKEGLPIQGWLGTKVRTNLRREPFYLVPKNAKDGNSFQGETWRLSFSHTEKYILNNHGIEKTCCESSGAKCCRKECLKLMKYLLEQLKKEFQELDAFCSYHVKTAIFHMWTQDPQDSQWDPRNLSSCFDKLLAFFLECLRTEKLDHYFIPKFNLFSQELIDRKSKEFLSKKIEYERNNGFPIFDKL
Numbers without * were called inactive; & = joins results of further samples. An excerpt (hit frequency here may not be typical).

No.	mcGAS RapidFire	molecule
1	-9	Cc1nc2n(n1)C(=O)C(C(c1ccc([N+](=O)[O-])cc1)N1CCOCC1)S2 (stereo not given)
2	-10	O=C(NC1CCCC1)C(O)(c1ccccc1)c1ccccc1
3	-30	Cc1cc(C(F)(F)F)n2ncc(C(=O)N3CC[C@@H]4CC[C@H](C3)N4C)c2n1
4	-37	CSc1nc(C(=O)N2CCN3C(=O)CN(C)C(=O)C3C2)cs1 (stereo not given)
5	-10	COC(=O)C1COCCN1C(=O)c1cccc(S(C)(=O)=O)c1 (stereo not given)
6	-8	Cc1ccc(OCC(=O)NC2CCc3cnn(C(C)C)c3C2)cc1C (stereo not given)
7	-12&-5&-1	COc1cc2nc(N3CCN(C(=O)C4CCCO4)CC3)nc(N)c2cc1OC (stereo not given)
8	-18	Cc1nn(C)c(C)c1-c1cc(C(=O)N2C[C@H]3C[C@H](O)[C@H](O)C[C@H]3C2)n(C)n1
9	-8	O=C(Cc1ccccc1F)Nn1cnc2sc3c(c2c1=O)CCCC3
10	-8	CC(OC(=O)CN1C(=O)NC2(CCCCC2C)C1=O)C(=O)Nc1ccnn1C(C)C (stereo not given)
11	-6	CCn1c(SC(C)C(=O)NCc2ccc(Cl)cc2)nnc1C1CC1 (stereo not given)
12	4	Clc1ccc(Nc2c(-c3ccccn3)nc3cnccn23)cc1
13	1	CC1CCN(C(=O)CN2CCCCC2)CC1
14	-6	CC(=O)OC1CCC2(O)CC1(C)CCC1C2CC1(C)C (stereo not given)
15	-12	CC(C)(C)C(NS(=O)(=O)c1ccc(F)cc1Cl)c1cccs1 (stereo not given)
16	0	COc1ccc(C2CCCN2C(=O)CSCc2ccc(Cl)s2)cc1 (stereo not given)
17	-3	CCCC[P+](CCCC)(CCCC)Cc1ccc(NC(=O)[C@@H](Cc2ccc3ccccc3c2)NC(=NC2CCCCC2)NC2CCCCC2)cc1
18	1	CS(=O)(=O)c1ccc(Br)c(S(=O)(=O)N2CCSCC2)c1
19	-12	O=S(=O)(OC(C1CCCO1)C(F)(F)F)C(F)(F)F (stereo not given)
20	-12	CC1(C(=O)NCC2CC2)CCN1C(=O)C1(c2ccccc2)CC1 (stereo not given)
21	-10	CN1CCCC2(CCN(C(=O)c3cccc(-c4ncc[nH]4)c3)C2)C1=O (stereo not given)
22	-5	O=C(Nc1ccc(F)cc1F)N1CCN(c2ncccn2)CC1
23	1	Clc1ccc2nnc(Nc3ccccc3Cl)n2n1
24	-17	O=C(Nc1cc(Cl)ccc1F)C1COc2ccccc2O1 (stereo not given)
25	-11	Cc1ccc(OC(C)(C)C(=O)NCC2(N)CCCCC2)c2c1CCC2
26	-6	Cc1cc(C)c(S(=O)(=O)N(C)c2ccccc2)cc1C(=O)O
27	-1	COC(=O)CN(C)Cc1cc2ccc(OC)cc2[nH]c1=O
28	-4	Nc1cc(=O)[nH]c(SCc2cc(=O)oc3ccc4ccccc4c23)n1
29	-11	Cc1cccc(Cc2nnc(CCC(=O)N(C)C(C)c3ccc4c(c3)OCCO4)o2)c1 (stereo not given)
30	-2	CN(C(=O)NCc1ccccc1)C(c1ccccc1)c1ccc(F)cc1 (stereo not given)
31	7	CC(=O)c1ccc(-c2ccc(/C=C3\SC(=Nc4ccccc4Cl)NC3=O)o2)cc1
32	2	CC(C)c1nnc(SCC(O)c2ccc(F)cc2)n1C1CC1 (stereo not given)
33	-9	CN(Cc1ccccc1)C1CCCN(C(=O)CCc2c[nH]c3ccccc23)C1 (stereo not given)
34	2	NCC1CN(c2ccccc2)C(=O)O1 (stereo not given)
35	1	Cc1nn(C2CCS(=O)(=O)C2)c2nc(-c3ccccc3)cc(C(=O)O)c12 (stereo not given)
36	-4	Cc1ccc(-n2nnnc2SCC(=O)NCc2ccco2)c(C)c1
37	-8	Cn1nnc2c(=O)n(CC(=O)NCc3ccc4c(c3)OCO4)cnc21
38	-14	Cc1ccc(-c2nc(C=Nc3ccc(C)c(Cl)c3)c(O)o2)cc1
39	-13	CN1CC2(CCN(C(=O)c3cc4c(s3)CCCCC4)C2)OC1=O (stereo not given)
40	-3	O=C(CSc1nnc(NCCc2ccccc2)s1)N1CCCC1
41	-9	O=C(OCc1cc(-c2ccc3c(c2)OCCO3)on1)c1cnccn1
42	2	Cc1ccc2oc(N3CCSC4CCCCC43)nc2c1 (stereo not given)
43	3	CC1=C(C(=O)N2CCC(CCC(=O)NCc3ccc(F)cc3)CC2)OCCO1
44	-15	O=C(C=Cc1ccco1)OCn1nnc2ccccc2c1=O
45	1	COc1ccc(C(C#N)N2N=C(C)CC2(C)C)cc1OC (stereo not given)
46	-10	CN(Cc1nc(-c2ccc3c(c2)OCO3)no1)CC1COc2ccccc2O1 (stereo not given)
47	-11	COc1ccc(S(=O)(=O)N2CCC(Nc3ccccc3)C2)cc1 (stereo not given)
48	-4	COc1ccccc1CNC(=O)N(C)Cc1ccccc1
49	-6	COc1cccc(NC(=O)CSc2nc3[nH]ncc3c(=O)[nH]2)c1
50	-3	Cc1ccc(CN2CCNC(=O)C2CC(=O)N(C)Cc2ccsc2)o1 (stereo not given)

Other compounds:
No.	mcGAS RapidFire	molecule
51	0	Cc1n[nH]c(C)c1CCN(C)C(=O)c1cn[nH]n1
52	-1	CCNc1nnc(SCc2nccn2C(F)F)s1
53	4	CS(=O)(=O)N1CCSC1c1ccccc1Cl (stereo not given)
54	-11	Cc1ccc(F)c(NC2CCCN(C(=O)Cc3ccccc3)C2)c1 (stereo not given)
55	23	Cc1ccccc1C1=NN2C(=N)/C(=C/c3ccccc3)C(=O)N=C2S1
56	-4	C=CCN(C(=O)CCNC(=O)C(C)(C)C)c1nc(-c2ccccc2)cs1
57	-6	Fc1ccc(-c2cc(C(F)(F)F)nc(-n3cc(Cl)cn3)n2)cc1
58	-13	COc1cccc(Nc2nc(N)c([N+](=O)[O-])c(NCC3CCCO3)n2)c1 (stereo not given)
59	-8&-3	Cc1ccc(C2=CN(c3ccc(Br)cc3)C3CCC[N+]23C)cc1 (stereo not given)
60	12	O=c1c2cnc3nc(-c4ccncc4)nn3c2ccn1Cc1ccccn1
61	0	CCOC(=O)c1cnc2cc(C)ccn2c1=O
62	19	O=C(Cc1ccc(Cl)cc1)N(Cc1ccccn1)c1nc2c(F)cccc2s1
63	-8	Cc1nn(CC(=O)N2c3c(c(C)nn3C)N(C(=O)OC(C)(C)C)CC2C)c(C)c1Cl (stereo not given)
64	-5	CN(C)Cc1ccccc1COc1ccccc1
65	-10	N#Cc1cccc(CN2CCNC(=O)C2c2cccs2)c1 (stereo not given)
66	-20	Cc1nn(Cc2ccccc2)c(C)c1CNC(=O)CCl
67	-8	COc1ccc(C23CC4CC(CC(C(=O)N(C)Cc5ccsc5)(C4)C2)C3)cc1
68	-7	COc1ccccc1NC(=O)Nc1ccnn1C1CCN(C(=O)c2cc(C)oc2C)CC1
69	-5	Cc1ccc(NC(=O)CN(C)Cc2csc(C(C)C)n2)c(C)c1
70	-10	CC1(C(=O)NCc2ccc3c(c2)OCO3)CCN1Cc1c(F)cccc1F (stereo not given)
71	-2	CSCc1nc(CCNS(=O)(=O)NCc2ccccc2)cs1
72	-7	Cc1c[nH]c(CN2CCCN(Cc3ccc(F)cc3)C(C(C)C)C2)c(C)c1=O (stereo not given)
73	-10	O=C1COCc2cc(-c3cc4ccccc4o3)ccc2N1CC1CC1
74	-5	Cc1nnc2sc(-c3cccc(NC(=S)NC(=O)c4cc5ccccc5o4)c3)nn12
75	-32	O=C(O)C1CC(=O)N(Cc2csc(-c3ccccc3)n2)C1 (stereo not given)
76	-9	COCCC(=O)N1CCC(Oc2ccc(C(=O)NCc3cccc(Cl)c3)cc2)CC1
77	0	CC(CS(C)(=O)=O)N(C(=O)c1ccc(-n2cccc2)nc1)C1CC1 (stereo not given)
78	-8	NC(=O)c1ccc(NC(=O)CSc2ncc(CO)n2CC(=O)NCc2ccccc2)cc1
79	0	CN(Cc1ccccc1)c1ncnc(Oc2ccc3c(c2)OCO3)c1N
80	6	CCOC(=O)C1(CCc2ccccc2)CCN(Cc2coc3ccc(C)cc3c2=O)CC1
81	-8	Cc1ccc(C)c(CC(=O)N(CCC#N)C2CC2)c1
82	-2	COCCN1CCc2c(C)c(C#N)c3nc4ccccc4n3c21
83	20	Cc1cn2c(CC(=O)Nc3cc(S(C)(=O)=O)ccc3C)csc2n1
84	-3	Cc1cc(=O)[nH]c(-n2nc(-c3cccs3)cc2NC(=O)C2CC(=O)N(c3ccc(Cl)cc3)C2)n1 (stereo not given)
85	-6	Cc1ccc(C)c2sc(N(CCN3CCOCC3)C(=O)c3nc4ccccc4s3)nc12
86	-3	CC1(C(=O)NC2CC3CC2C2CCCC32)CC1(Cl)Cl (stereo not given)
87	6	O=C1Nc2ccc(-c3ccccc3)cc2/C1=N/N1CCOCC1
88	5	CCCc1cc(N2CCCC(CCC(N)=O)C2)nc(C)n1 (stereo not given)
89	-9	Cc1cc(NC(=O)Cn2ccsc2=O)ccc1Br
90	-3	Cc1[nH]c2ccccc2c1C=NC1CCS(=O)(=O)C1 (stereo not given)
91	7	O=S(=O)(NC(c1ccc(Cl)cc1)C1CC1)c1ccccc1Br (stereo not given)
92	-8	Cc1ccc(N(CCC#N)S(=O)(=O)c2ccc(C(=O)O)c(Cl)c2)cc1C
93	8	FC(F)(F)c1ccc2nn(CN(C3CCCC3)C3CC3)c(=S)n2c1
94	53	Cc1ccc(C)c(-c2csc(NC(=O)c3cnc4c(cnn4C(C)C)c3)n2)c1
95	-13	CCn1cc(NC(=O)C2CCN(S(=O)(=O)N3CCc4ccccc4C3)CC2)cn1
96	-11&-3	NC(=NCCCCCCN=C(N)N=C(N)Nc1ccc(Cl)cc1)N=C(N)Nc1ccc(Cl)cc1
97	-2&1	CS(=O)(=O)Cc1ccc(C(=O)Nc2cc(Cl)c(Cl)cn2)o1
98	-7	COc1cc(C(=O)Nc2ccc3c(c2)N(C(=O)C2CC2)CCC3)cc(OC)c1OC
99	2	Cc1nc2c(c(=O)n1C)CCN(Cc1cn(C(C)C(=O)O)c3ccccc13)CC2 (stereo not given)
100	-5	Cc1cccc(C)c1Cn1c(C)c(C(=O)NCc2cccc3ccccc23)sc1=O

Additional entries.
No.	mcGAS RapidFire	molecule
101	1	O=C(Cn1ncc(N2CCOCC2)cc1=O)Nc1cccc2c1CCC2
102	-3	CCCNCc1cc(OCC)c(OCCC)cc1Br
103	8	NC(c1ccccc1F)C1CCCC1 (stereo not given)
104	-5	Cc1ccc(CN(C)C(=O)C2CCN(S(=O)(=O)c3cc(Cl)ccc3Cl)CC2)o1

Structures shown so far with a Cl atom (21):
No.	mcGAS RapidFire	molecule
11	-6	CCn1c(SC(C)C(=O)NCc2ccc(Cl)cc2)nnc1C1CC1 (stereo not given)
12	4	Clc1ccc(Nc2c(-c3ccccn3)nc3cnccn23)cc1
15	-12	CC(C)(C)C(NS(=O)(=O)c1ccc(F)cc1Cl)c1cccs1 (stereo not given)
16	0	COc1ccc(C2CCCN2C(=O)CSCc2ccc(Cl)s2)cc1 (stereo not given)
23	1	Clc1ccc2nnc(Nc3ccccc3Cl)n2n1
24	-17	O=C(Nc1cc(Cl)ccc1F)C1COc2ccccc2O1 (stereo not given)
31	7	CC(=O)c1ccc(-c2ccc(/C=C3\SC(=Nc4ccccc4Cl)NC3=O)o2)cc1
38	-14	Cc1ccc(-c2nc(C=Nc3ccc(C)c(Cl)c3)c(O)o2)cc1
53	4	CS(=O)(=O)N1CCSC1c1ccccc1Cl (stereo not given)
57	-6	Fc1ccc(-c2cc(C(F)(F)F)nc(-n3cc(Cl)cn3)n2)cc1
62	19	O=C(Cc1ccc(Cl)cc1)N(Cc1ccccn1)c1nc2c(F)cccc2s1
63	-8	Cc1nn(CC(=O)N2c3c(c(C)nn3C)N(C(=O)OC(C)(C)C)CC2C)c(C)c1Cl (stereo not given)
66	-20	Cc1nn(Cc2ccccc2)c(C)c1CNC(=O)CCl
76	-9	COCCC(=O)N1CCC(Oc2ccc(C(=O)NCc3cccc(Cl)c3)cc2)CC1
84	-3	Cc1cc(=O)[nH]c(-n2nc(-c3cccs3)cc2NC(=O)C2CC(=O)N(c3ccc(Cl)cc3)C2)n1 (stereo not given)
86	-3	CC1(C(=O)NC2CC3CC2C2CCCC32)CC1(Cl)Cl (stereo not given)
91	7	O=S(=O)(NC(c1ccc(Cl)cc1)C1CC1)c1ccccc1Br (stereo not given)
92	-8	Cc1ccc(N(CCC#N)S(=O)(=O)c2ccc(C(=O)O)c(Cl)c2)cc1C
96	-11&-3	NC(=NCCCCCCN=C(N)N=C(N)Nc1ccc(Cl)cc1)N=C(N)Nc1ccc(Cl)cc1
97	-2&1	CS(=O)(=O)Cc1ccc(C(=O)Nc2cc(Cl)c(Cl)cn2)o1
104	-5	Cc1ccc(CN(C)C(=O)C2CCN(S(=O)(=O)c3cc(Cl)ccc3Cl)CC2)o1
